ERG-DNA inh – inhibitors of human ERG Ets domain-DNA interaction; P11308; fluorescence polarization, His-ERG Ets domain / labelled DNA; Potency, µM (series often up to 76.9 µM), without a hit: at the top dose FP activity, negative = inhibition, usual class: inhibitors; 370,000 compounds, 0.028% hits; active = well fitted inhibition curve with a large enough effect in the polarisation, with a control signal flat; inconclusive = small, poorly fitted or top-dose-only effect, or effect the other way, or a change in a side signal; inactive = no such curve, though single readings can be large or run the other way; the % refers to the polarisation;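 also: polarization taken with two DNA probes labelled with fluorescein and Texas red; potency is read from the fitted curve at half-maximal effect; % of control where 0% means no effect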
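His-tagged ERG Ets domain (1 uM in the protein solution; 300mM KCl, 50mM Tris-HCl, 1mM EDTA, 1mM DTT, pH 7.5) received compound, then a probe mix of 5 nM fluorescein-DNA and 100nM Texas-615-DNA. Fluorescence polarization was read for both dyes.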
HP1b binding inh – blocks HP1-beta chromodomain binding to methylated histone tails | P83916 | AlphaScreen HP1-beta / biotin-H3K9me3 peptide binding | Potency, µM (highest dose often 114 µM), without a hit: at the highest dose activity change, negative = inhibition, usual class: inhibitors | 390,000 compounds, 0.56% hits; also: potency is read from the fitted curve at half-maximal effect; nearly all actives have a fitted effect of over 70% in size; inactives centre near 23
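HP1-beta protein (50 nM final) preincubated 30 min at room temperature with biotinylated H3(1-18)K9me3 peptide (50 nM) in PBS pH 7.4, 0.01% Tween-20, then compound added for 30 min. AlphaScreen streptavidin donor/nickel chelate acceptor beads (10 ug/mL final), 30 min dark, luminescence read.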
GLS inh – inhibitors of human glutaminase (GLS) | GLS enzymatic activity, qHTS titration | O94925 | 410,000 compounds, 0.21% hits | Potency, µM (titrated, usually from 45.5 µM), without a hit: at the top dose activity change, negative = inhibition, actives largely listed as inhibitors; also: potency is read from the fitted curve at half-maximal effect; % is scaled to controls: 0 for no effect and ±100 for the full control effect
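Assay buffer: 45 mM KH2PO4 pH 8.2, 0.02% Tween-20. hKGA acts on L-glutamine (1 mM solution added); product glutamate is reported by an oxidase/peroxidase Amplex Red coupling, with fluorescence taken at baseline and 30 min.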
PI4K2A block – inhibitors of human PI4K2A | Q9BTU6 | purified PI4K2A, ADP-Glo luminescence, 1 h; hits give low values | activity change, negative = inhibition, % at 76.9 µM | 420,000 compounds, 0.13% hits | AID 1346378; in the data active = activity change below about -50%; inconclusive = mostly about -30% to -49%;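 also: -100% = wells without enzyme as full effect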
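In this quantitative HTS, ADP production by PI4K2A was quantified luminescently after 1 h at ambient temperature; 100 microM adenosine served as plate-quality control.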
PGK inhibitor – inhibitors of T. brucei phosphoglycerate kinase. 380,000 compounds, 0.043% hits. PGK/GAPDH coupled, Kinase-Glo luminescence, 60 min. Potency, µM (doses to about 57.5 µM), for the others: at the top dose activity change, negative = inhibition, hits mostly inhibitors; also: potency is read from the fitted curve at half-maximal effect; % is scaled to controls: 0 for no effect and ±100 for the full control effect; nearly all actives have a fitted effect of over 60% in size
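Luminescent ATP detection (Kinase-Glo Plus) follows a 60-minute room-temperature incubation, with wells lacking PGK as controls. Buffer: 100 mM TEA (pH 7.6), 5 mM MgCl2, 0.01% Tween-20. Coupling enzyme GAPDH (100 nM final) supplies unstable 1,3-BPG in-well.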
G9a block – blocks human histone lysine methyltransferase G9a. 350,000 compounds, 8.8% hits. AID 504332. Potency, µM (highest dose often 102 µM), for the others: at the highest dose activity, negative = inhibition, hits mostly inhibitors. G9a H3K9 monomethylation, AlphaScreen, 2 h; also: potency is read from the fitted curve at half-maximal effect; % is scaled to controls: 0 for no effect and ±100 for the full control effect; nearly all actives have a fitted effect of over 75% in size
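Step 1: enzyme (final 20 nM) with compound, 15 min RT. Step 2: substrate peptide 500 nM and SAM 20 uM, 2 h RT. Step 3: anti-H3K9me1 antibody and AlphaScreen beads, 10 min, then plate read.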
BAZ2B inh – BAZ2B (human) inhibition. Potency, µM (series often up to 114 µM), for the others: at the highest dose activity change, negative = inhibition, most hits filed as inhibitors. AlphaScreen BAZ2B-H3K14Ac peptide displacement. 360,000 compounds, 4.4% hits. Q9UIF8; also: potency is read from the fitted curve at half-maximal effect; % is scaled to controls: 0 for no effect and ±100 for the full control effect; nearly all actives have a fitted effect of over 60% in size
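Complex of BAZ2B and biotin-H3K14Ac (50 nM apiece) forms over 30 min at RT, then faces library compounds up to 110 uM for another 30 min; AlphaScreen beads added, 20 min dark incubation, luminescence read.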
JMJD2A Tudor inh – inhibitors of human JMJD2A Tudor domain; O75164; AlphaScreen JMJD2A-Tudor / H3K4me3 peptide binding; Potency, µM (doses to about 114 µM), without a hit: at the top dose activity change, negative = inhibition, usual class: inhibitors; 390,000 compounds, 4.4% hits; AID 504339; also: potency is read from the fitted curve at half-maximal effect; % is scaled to controls: 0 for no effect and ±100 for the full control effect; nearly all actives have a fitted effect of over 50% in size
Target sequence (O75164 whole entry, looked up, the tested form may be a part): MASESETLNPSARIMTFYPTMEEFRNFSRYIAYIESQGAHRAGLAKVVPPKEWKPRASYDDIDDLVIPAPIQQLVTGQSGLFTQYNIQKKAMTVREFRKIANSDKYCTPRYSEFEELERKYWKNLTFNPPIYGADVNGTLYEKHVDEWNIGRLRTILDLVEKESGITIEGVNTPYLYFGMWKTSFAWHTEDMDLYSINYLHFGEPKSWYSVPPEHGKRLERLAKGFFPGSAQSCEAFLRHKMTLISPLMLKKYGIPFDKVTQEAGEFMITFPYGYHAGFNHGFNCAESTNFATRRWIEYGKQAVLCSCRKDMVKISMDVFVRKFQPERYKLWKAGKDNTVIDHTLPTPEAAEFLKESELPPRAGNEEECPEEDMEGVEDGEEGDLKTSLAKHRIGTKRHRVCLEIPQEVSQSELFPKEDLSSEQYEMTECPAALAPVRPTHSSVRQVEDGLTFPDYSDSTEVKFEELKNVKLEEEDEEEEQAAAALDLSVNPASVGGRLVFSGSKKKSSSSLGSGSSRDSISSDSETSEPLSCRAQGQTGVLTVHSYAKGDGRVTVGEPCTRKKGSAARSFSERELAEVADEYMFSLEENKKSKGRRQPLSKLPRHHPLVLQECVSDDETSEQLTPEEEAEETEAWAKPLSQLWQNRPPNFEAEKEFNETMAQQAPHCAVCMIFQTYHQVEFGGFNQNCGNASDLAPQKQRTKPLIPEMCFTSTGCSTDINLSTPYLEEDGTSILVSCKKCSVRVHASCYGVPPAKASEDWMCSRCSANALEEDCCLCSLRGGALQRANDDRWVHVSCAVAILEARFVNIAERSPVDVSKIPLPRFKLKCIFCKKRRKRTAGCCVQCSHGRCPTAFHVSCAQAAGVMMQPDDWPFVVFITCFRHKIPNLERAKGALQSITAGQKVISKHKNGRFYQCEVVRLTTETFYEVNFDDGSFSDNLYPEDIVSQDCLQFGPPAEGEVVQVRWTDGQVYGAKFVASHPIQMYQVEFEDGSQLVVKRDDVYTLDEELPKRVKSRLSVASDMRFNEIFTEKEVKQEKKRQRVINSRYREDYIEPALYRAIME
Pin1 inh – blocks the human prolyl isomerase Pin1 | Q13526 | Pin1 FP peptide displacement, HiFluor488, 10 min | Potency, µM (titrated, usually from 115 µM), without a hit: top-dose activity, negative = inhibition, actives largely listed as inhibitors | 390,000 compounds, 0.009% hits; active = well fitted inhibition curve with a large enough effect in the polarisation, with a control signal flat, not every such curve was filed as active; inconclusive = small, poorly fitted or top-dose-only effect, or effect the other way, or a change in a side signal; inactive = no such curve, though single readings can be large or run the other way; the % refers to the polarisation; also: potency is read from the fitted curve at half-maximal effect; % is scaled to controls: 0 for no effect and ±100 for the full control effect
Starred values were filed as active, the others as inactive; i = inactive; ? = inconclusive; / = not tested or not shown; [ ] = another dose, or the depositor's remark. Unless noted, calls follow the shape of the dose curve; as a rule, active = well fitted curve in the direction sought with a large enough effect; inconclusive = small, poorly fitted or top-dose-only effect, or another doubt; inactive = no such curve, though single readings can be large; an effect the other way counts as inactive or inconclusive. Hits appear at their usual frequency, and some 11% of all compounds hit somewhere here.

entry | ERG-DNA inh | HP1b binding inh | GLS inh | Compound | PI4K2A block | PGK inhibitor | G9a block | BAZ2B inh | JMJD2A Tudor inh | Pin1 inh
1 | -6% | 22% | -1% | CC(=O)Nc1ccc(S(=O)(=O)Oc2ccc(N3C(=O)C4CCCCC4C3=O)cc2)cc1 (stereo unspecified) | 2 | 9% | 2%[59 µM] | 7% | -8% | -3%
2 | 1% | 26%[57 µM] | 6% | COc1ccc(-c2nc(SCC(=O)NCCCc3ccccc3)n[nH]2)cc1 | 1 | 8% | 11%[59 µM] | 3% | -6% | ?
3 | 1% | 40%[activator] | 11% | CCOCCCNC(=O)CCCOc1ccccc1 | 0 | -1% | 17%[59 µM] | -5% | -6% | -1%
4 | -13% | 4% | -5% | NS(=O)(=O)c1ccc(CNC(=O)c2ccc(S(=O)(=O)C(F)F)cc2)cc1 | 0 | i | 10%[59 µM] | 6% | -1% | -17%
5 | -12% | 48%[activator] | -1% | COCCNC(=O)C(=O)N/N=C/c1ccccc1C(F)(F)F | -9 | 2% | 6%[59 µM] | -1% | 6% | -5%
6 | 3% | 13% | 2% | c1cc(Nc2ncnc3sc4c(c23)CCC4)ccn1 | 3 | i | -22% | -1% | -16% | 8%
7 | -5% | -19% | -1% | COc1cc(-c2cc(C(=O)Nc3ccc(O)cc3)c3ccccc3n2)cc(OC)c1OC | -5 | -7% | 14µM* | -39% | -2%[11.4 µM] | -3%
8 | -4% | 26% | 0% | CCCCC(=O)Nc1ccc(C(=O)N2CCCC(C(=O)OCC)C2)cc1 (stereo unspecified) | -1 | -4% | ? | -5% | 7% | -7%
9 | 9% | 37% | -8% | CCN(CC)C(=O)c1sc2c(c1C)c(=O)n(-c1ccccc1)c(=O)n2Cc1cc(=O)n2ccccc2n1 | 0 | 9% | 9%[59 µM] | 4% | -3% | 2%
10 | -5% | 75%[activator] | -8% | Cc1ccc2nc(SCc3nc(-c4ccc(Cl)cc4)no3)[nH]c2c1 | -9 | i | 27%[59 µM] | -4% | -7% | 33%[activator]
11 | -9% | -6% | 4% | COc1cc(NC(=S)NC(=O)c2ccccc2C)ccc1NC(=O)c1cccs1 | -6 | -9% | ? | -21% | ? | 9%
12 | 3% | 1% | -4% | Cn1ncc2c(=O)[nH]c(N)nc21 | 1 | -13% | / | / | -10% | -12%
13 | -4% | 35% | -8% | COc1cc(OC)c(NC(=O)CNC(=O)Cn2ccc3ccccc3c2=O)cc1Cl | -1 | 7% | 11% | -24% | 0% | 0%
14 | -3% | 29% | 9% | COC(C[C@@H](O)[C@@H](C)[C@H](O)COCc1ccccc1)OC | 3 | 10% | 3%[59 µM] | 0% | -14% | 9%
15 | -6% | 31% | 7% | CCOc1ccc(-n2c(=S)sc3c(=O)n(-c4ccc(F)cc4)c(SCC(=O)O)nc32)cc1 | 0 | i | 23% | -1% | -9% | -1%
16 | 4% | 25% | 4% | COc1cc(C2NC(=O)NC(c3ccccc3)=C2C(C)=O)c(Br)cc1OCC(N)=O (stereo unspecified) | -1 | -3% | 14%[59 µM] | 2% | -19% | 3%
17 | 13% | 48%[activator] | 1% | NS(=O)(=O)c1ccc(CNC(=O)Cc2ccccc2F)cc1 | 1 | -7% | -16% | 2% | -5% | -1%
18 | 4% | 21% | 33%[activator] | CCS(=O)(=O)N1CCC(C(=O)Nc2cc(C)ccc2O)CC1 | 0 | -5% | 58%[activator] | -6% | -20% | 23%
19 | -4% | 39%[activator] | 14% | COc1cc(C(=O)OCCC(C)C)cc(OC)c1O | 1 | -5% | -11% | -1% | 0% | -2%
20 | 9%[15.4 µM] | 30% | 14% | CCOc1ccc2oc(C(=O)N(CCOC)c3c(N)n(CC(C)C)c(=O)[nH]c3=O)c(C)c2c1 | 2 | -2% | -4%[12.7 µM] | -1% | -4% | -2%
21 | 2% | 53%[activator] | -1% | CCN(C(=O)CSc1n[nH]c(-c2cccs2)n1)C1CCS(=O)(=O)C1 (stereo unspecified) | -6 | -9% | -9% | 2% | -17% | -2%
22 | -5% | 33% | -1% | O=S(=O)(NCCc1csc2nc(-c3ccc(Cl)cc3)nn12)c1ccc(Oc2ccccc2)cc1 | -2 | 4% | -5%[59 µM] | -2% | -3% | -8%
23 | / | 10% | 0% | CC(OC(=O)Cc1ccsc1)C(=O)Nc1ccc(C(N)=O)cc1 (stereo unspecified) | 3 | 12% | 18%[2.33 µM] | 5% | -5% | 1%
24 | -21% | 33% | 3% | CCOC(=O)c1c(-c2ccc(C)o2)csc1NC(=O)COC(=O)c1cccs1 | 3 | -7% | 10µM* | -3% | -16% | 34%[activator]
25 | 1% | 8% | -3% | CC1Cc2ccccc2N1C(=O)COC(=O)c1cc(Br)ccc1O (stereo unspecified) | -5 | i | -25% | -1% | -6% | 6%
26 | 2% | 13% | 1% | Cc1ccc(OCC(=O)Nc2cc(-c3nc4ccccc4[nH]3)ccc2C)c(C)c1 | 2 | 6% | 5%[59 µM] | -10% | -14% | 4%
27 | / | 19% | -4% | O=C(Oc1ccc(Br)cc1)c1cncc(Br)c1 | -4 | / | 17% | -2% | -3% | -3%
28 | 5% | 28% | 7% | Cc1ccc(S(=O)(=O)N2CCOCC2)cc1NC(=O)COC(=O)C1COc2ccccc2O1 (stereo unspecified) | -4 | 0% | 12%[59 µM] | -8% | -22%[57.1 µM] | -3%
29 | / | 66% | -1% | CCOC(=O)c1ccc(S(=O)(=O)Nc2ccccc2-c2nnn(CC)n2)cc1 | 3 | -7% | 26% | 5% | 23% | 4%
30 | -1% | 10% | 4% | O=C(Nc1ccc2c(c1)OCO2)C1CCCN1C(=O)OCc1ccccc1 (stereo unspecified) | 2 | 2% | 19%[59 µM] | / | -14% | 9%
31 | / | 13% | 20% | O=C(CSc1ncc(-c2ccc(F)cc2)[nH]1)N1CCCCC1 | 2 | / | 45µM* | ? | -26% | -9%
32 | / | 17% | 0% | O=C(CNC(=O)c1cccs1)NCC(=O)OCc1cccc(Cl)c1 | 2 | -4% | -4%[12.7 µM] | 5% | 5% | 3%
33 | 0% | 46%[activator] | -8% | CCOc1ccc(-c2nnc(SCC(=O)c3ccc(F)cc3)n2-c2ccccc2)cc1 | 7 | 9% | 2%[59 µM] | -10% | -10% | -3%
34 | 3% | -20% | ? | Cc1cccc2c(N=O)c(O)[nH]c12 | 5 | 3% | 33%[12.7 µM] | -27% | ? | ?
35 | 12% | 35% | 4% | CCOC(=O)N1CCN(S(=O)(=O)c2ccc(OC)c(Br)c2)CC1 | -1 | -2% | -7%[0.501 µM] | 6% | -11% | -8%
36 | 5% | 25% | 35%[activator] | COc1ccc(C(=O)NC=C2C(=O)OC(C)(C)OC2=O)cc1 | 1 | -7% | -50% | -8% | -8%[57.1 µM] | -2%
37 | 5% | 1% | -3% | N#Cc1c(N)nc(N)nc1Nc1ccc(Br)cc1 | 6 | i | ? | -5% | -20% | -3%
38 | -5% | 33% | -3% | Cc1csc(CNC(=O)CC2C(=O)NCCN2Cc2ccc(F)cc2Cl)n1 (stereo unspecified) | 2 | -5% | 55% | 2% | -4% | -10%
39 | -4% | 4% | 1% | CCN(CC)S(=O)(=O)c1ccc2oc(C(=O)NCCN3CCOCC3)c(C)c2c1 | -2 | 0% | -6%[59 µM] | 10% | -31%[57.1 µM] | -1%
40 | -2% | 15% | 0% | CC(=O)CC(=O)NC(=NC1CCCCC1)Nc1nc(C)cc(C)n1 | 0 | 8% | ? | -3% | -20% | 20%
41 | 9% | 23% | 2% | Cc1ccc(CCN2CC(C(=O)NCCCN3CCN(C)CC3)CC2=O)cc1 (stereo unspecified) | -2 | 1% | -42% | 1% | -5% | -5%
42 | -6% | 36% | 3% | COc1ccc(C(=O)N(C)CCCC2CCCC2)cc1OC1CCN(C(C)=O)CC1 | 3 | i | ? | -18% | -3% | -6%
43 | -2% | 23% | 5% | CC1CCN(C(=O)C2CCN(S(=O)(=O)c3cc(Cl)ccc3Cl)CC2)CC1 | 0 | 5% | ? | -34% | 2% | -1%
44 | 2% | 30% | 0% | CCOC(=O)c1cc(-c2ccccc2)nn1CC1CC(c2cccnc2)=NO1 (stereo unspecified) | -3 | 12% | / | / | -9% | -11%
45 | -10% | -10% | 0% | COC(=O)c1ccc(NS(=O)(=O)c2ccc3[nH]c4c(c3c2)CCCCC4)cc1 | 2 | 7% | ? | -15%[57.1 µM] | ? | ?
46 | -1% | 12% | -16% | COc1ccc(Cn2c(SCC(=O)NCc3ccccc3)nc3ccccc32)cc1 | -5 | 10% | -1%[59 µM] | -15% | -10% | ?
47 | 9% | 35% | 5% | CC(=O)Nc1ccc(NC(=O)CSCc2ccccc2Cl)cc1 | 3 | -5% | / | / | -18% | ?
48 | -14% | 99%[activator] | 17% | Cc1ccc(-c2csc(N3C(=N)SCC3=O)n2)cc1 | 2 | -2% | -26%[12.7 µM] | -21% | -27% | ?
49 | 0% | -2% | -7% | CN(Cc1ccccc1)C(=O)Cn1ncc2c3ccccc3n(Cc3cccc(Cl)c3)c2c1=O | -2 | -8% | -5%[59 µM] | ? | ? | ?
50 | 4% | 57%[activator] | -1% | CCCCOC(=O)CSc1nc(N)c(C#N)c(-c2ccc(OC)cc2)c1C#N | -1 | 0% | 7%[12.7 µM] | -1% | 15% | 31%[activator]
51 | 2% | 27% | 1% | COc1ccc(N(CC(=O)Nc2ccccc2C(F)(F)F)C2=NC3CS(=O)(=O)CC3S2)cc1 (stereo unspecified) | -5 | -4% | 23% | 0% | -3% | -2%
